Source: PubChem (several laboratories)
NCF1 inh: p47phox (human) inhibition. 220,000 tested, 0.53% active. inhibition, % at 24.7 µM. AID 1274. p47phox/p22phox peptide binding, fluorescence polarization, 2 h;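 active = inhibition above about 30%, limit read from the data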;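 also: 0% = p47phox with labelled peptide and 100% = labelled peptide alone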
S1P4 ag: activates the human S1P4 receptor; O95977; S1P4-expressing cell line, agonist reporter assay; activation, % at 4.98 µM; 220,000 tested, 0.35% active; AID 1509; in the data active = activation above about 11%;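 also: 0% = DMSO vehicle and 100% = reference agonist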
Target sequence (O95977 whole entry, looked up): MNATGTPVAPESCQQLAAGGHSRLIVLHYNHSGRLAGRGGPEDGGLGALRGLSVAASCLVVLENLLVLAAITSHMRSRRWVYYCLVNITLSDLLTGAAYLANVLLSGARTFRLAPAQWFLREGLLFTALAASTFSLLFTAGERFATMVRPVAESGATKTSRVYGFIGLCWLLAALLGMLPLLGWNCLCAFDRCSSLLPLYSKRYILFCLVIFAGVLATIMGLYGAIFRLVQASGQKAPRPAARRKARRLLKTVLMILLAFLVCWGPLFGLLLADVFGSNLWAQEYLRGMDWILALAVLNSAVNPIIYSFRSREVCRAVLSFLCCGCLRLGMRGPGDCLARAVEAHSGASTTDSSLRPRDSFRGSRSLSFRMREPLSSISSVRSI
NPY-Y2 PAM-ag: potentiates or activates human NPY-Y2 receptor. cells expressing NPY-Y2, potentiator/agonist read-out. 220,000 tested, 0.45% active. activation, % at 3.6 µM. AID 1359; in the data active = activation above about 27%;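 also: cells stimulated with NPY near EC25 plus isoproterenol at EC100; 0% = vehicle plus submaximal agonist and 100% = vehicle plus saturating agonist; some results beyond the cut were filed as inactive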
NPY1 pot ag: potentiators or agonists of human neuropeptide Y receptor Y1; P25929; NPY-Y1 expressing cells, potentiator/agonist activation; activation, % at 3.6 µM; 220,000 tested, 0.37% active; AID 1304; in the data active = activation above about 33%, passing the limit was not always enough;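 also: cells stimulated with NPY at EC10 then isoproterenol at EC100; 0% = low agonist plus stimulus and 100% = saturating agonist plus stimulus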
Target sequence (P25929 whole entry, looked up): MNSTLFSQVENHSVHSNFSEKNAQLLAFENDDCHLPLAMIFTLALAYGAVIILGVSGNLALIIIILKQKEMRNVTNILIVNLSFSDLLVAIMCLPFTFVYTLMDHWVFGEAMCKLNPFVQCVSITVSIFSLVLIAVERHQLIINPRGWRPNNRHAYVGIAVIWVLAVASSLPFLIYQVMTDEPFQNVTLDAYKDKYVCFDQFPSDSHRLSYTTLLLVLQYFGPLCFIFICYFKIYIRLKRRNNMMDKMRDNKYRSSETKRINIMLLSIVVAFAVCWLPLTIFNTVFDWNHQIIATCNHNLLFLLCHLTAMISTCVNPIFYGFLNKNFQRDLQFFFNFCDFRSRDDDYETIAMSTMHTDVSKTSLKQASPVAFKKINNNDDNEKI
CHOP inhibitor: inhibitors of CHOP induction in ER stress response; inhibition, % at 10 µM; CHO-K1 CHOP-promoter luciferase, tunicamycin-induced, 15-18 h; 220,000 tested, 3.8% active;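 active = compounds that reduced the stress-induced luciferase reporter signal by more than about 70% of percent inhibition, limit read from the data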;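 also: 0% = tunicamycin plus vehicle and 100% = wells without tunicamycin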
S1P4 antag: blocks the human S1P4 receptor; S1P4-expressing cells, antagonist mode, reporter read-out; 220,000 tested, 0.26% active; inhibition, % at 4.98 µM; O95977; AID 1510; in the data active = inhibition above about 29%;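 also: 0% = wells stimulated with agonist and 100% = vehicle wells without agonist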
Ba/F3 V617F tox: lowers viability of Ba/F3 cells expressing EpoR and JAK2V617F | ATP luminescence | 220,000 tested, 1.1% active | AID 1446 | inhibition, % at 5.6 µM;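 active = inhibition above the campaign mean plus 3 SD over all tested compounds, cut at about 24% in these data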;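 also: cytokine-independent growth of Ba/F3 cells driven by EpoR plus mutant JAK2; 0% = DMSO-treated cells and 100% = JAK inhibitor I control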
BaF3 parental: reduces parental Ba/F3 cell viability, JAK2V617F counter-screen; CellTiter-Glo ATP luminescence; inhibition, % at 5.6 µM; 220,000 tested, 1.1% active; AID 1486;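 active = inhibition above a per-campaign cutoff, the mean inhibition of all tested compounds plus 3 SD, cut at about 27% in these data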;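 also: 0% = DMSO wells and 100% = JAK Inhibitor I control wells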
NPY Y1 blocker: NPY-Y1 (human) receptor antagonism. P25929. HEK293-CNG Y1 cells, membrane potential fluorescence; NPY at EC95, then isoproterenol. inhibition, % at 3.6 µM. 200,000 tested, 1% active. AID 1040;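 active = inhibition above the campaign mean inhibition of all tested compounds plus 3 SD, cut at about 20% in these data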;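 also: 0% = DMSO wells given NPY plus isoproterenol and 100% = isoproterenol alone without NPY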
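Assay system: HEK293 cells with Y1 receptor plus CNG channel | Probe or stimulus: NPY (25 nM), isoproterenol (1 µM), Ro 20-1724 (25 µM) | Timing: Compound incubation 1 h at room temperature, readout 45 min post-stimulation | Measured by: Membrane-potential fluorescent dye readout | Benchmarks: High control isoproterenol alone, low control NPY with isoproterenol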
An asterisk follows results filed as active; · = no result given.

The first 2 compounds, ahead of the listing:
structure	NCF1 inh	S1P4 ag	NPY-Y2 PAM-ag	NPY1 pot ag	CHOP inhibitor	S1P4 antag	Ba/F3 V617F tox	BaF3 parental	NPY Y1 blocker
COC(=O)[C@@]1(Cc2ccc(F)cc2)[C@H]2c3cc(C(=O)N4CCCC4)n(Cc4ccc(C(F)(F)F)nc4)c3C[C@H]2CN1C(=O)c1ccccc1	-40	0.6	-3	-9	36	8	-3	6	28*
CC(C)(C)c1csc(NC(=O)Nc2ccccc2)n1	-5	1.2	-6	-8	76*	-7	0	4	1

Results, from the first entry:
structure	NCF1 inh	S1P4 ag	NPY-Y2 PAM-ag	NPY1 pot ag	CHOP inhibitor	S1P4 antag	Ba/F3 V617F tox	BaF3 parental	NPY Y1 blocker
COC(=O)[C@@]1(Cc2ccc(F)cc2)[C@H]2c3cc(C(=O)N4CCCC4)n(Cc4ccc(C(F)(F)F)nc4)c3C[C@H]2CN1C(=O)c1ccccc1	-40	0.6	-3	-9	36	8	-3	6	28*
CC(C)(C)c1csc(NC(=O)Nc2ccccc2)n1	-5	1.2	-6	-8	76*	-7	0	4	1
COc1ccc(Nc2cc(C(=O)NCc3ccccn3)c3ccccc3n2)c(OC)c1	-17	0.5	2	-1	-22	-16	1	2	8
O=C(CN1CCCCCC1)Nc1ccc(Br)cc1	2	-4.0	1	-11	52	7	-2	0	3
COc1ccc2c3c([nH]c2c1)C1CC2C(CC(O)C(OC)C2C(=O)O)CN1CC3 (stereo not given)	-3	-1.6	-21	0	11	-25	4	-6	·
O=[n+]1c2c(n([O-])c3cc(F)ccc31)CCCC2	-6	21*	-1	8	19	-8	-1	3	-7
Cc1ccc(S(=O)(=O)N(C)CC(=O)Nc2nc3ccccc3s2)cc1	-3	-0.7	12	-26	44	-4	-3	1	-3
O=C(O)c1cccnc1SCC(=O)C12CC3CC(CC(C3)C1)C2	-8	-0.3	-4	5	0	-1	-5	0	·
CC1(C)OC(=O)C(=CNC(CCC(N)=O)C(=O)O)C(=O)O1 (stereo not given)	-3	1.8	16	-11	9	-22	-3	1	-3
Cc1ccc2c(c1)-c1c(cnn1CC(=O)N1CCCN(Cc3ccccc3F)C1)CO2	-40	-0.9	-4	-5	32	1	1	4	4
COc1cc(C2/C(=C(/O)c3ccc(F)cc3)C(=O)C(=O)N2CCCC(=O)O)ccc1O (stereo not given)	1	0.2	-21	5	-18	1	7	6	-3
O=C(O)c1cccc(N2C(=O)CSC2c2c(F)cccc2Cl)c1 (stereo not given)	-7	-2.7	16	10	38	-12	4	2	3
COc1cc(/C=C/C(=O)OCC(=O)Nc2ccc3c(c2)OCCO3)ccc1OCC#N	-9	1.1	-6	0	15	-6	-2	2	1
O=C(O)c1cn(C2CCCCC2)c2ccccc2c1=O	-3	-0.2	-8	1	-1	5	0	1	·
C/C(=N/NC(=O)c1ccc(O)cc1)c1cccc([N+](=O)[O-])c1	-21	0.8	-7	-15	-29	-14	-1	7	-4
Cc1ccc2c(c1)C1(C)C(C(C)(C)N2C=O)C1(Cl)Cl (stereo not given)	-7	0.0	-4	4	6	-2	2	2	·
Cc1ccnc(NC(=O)CCC(=O)N(CC(=O)NC(C)(C)C)c2ccc(F)c(Cl)c2)c1	-17	-1.7	11	11	6	-7	-2	3	13
CC(C)OC(=O)CSc1nc2cccnc2n1C1CCCCC1	-12	-1.9	-15	-8	37	-6	2	6	16
C=CCN(c1ccccc1)S(=O)(=O)c1cccc(C(=O)OCC(=O)NCCOC)c1	-11	-0.2	-13	7	20	-19	-2	-2	·
CCOC(=O)c1cnc2ccc(Cl)cc2c1Nc1ccc(S(=O)(=O)Nc2ncccn2)cc1	4	0.0	-3	6	-2	-6	2	9	4
O=C(CCN1C(=O)C2CCCCC2C1=O)NNC(=O)c1cccc(Cl)c1 (stereo not given)	-10	0.2	9	3	10	0	-1	4	-4
Cc1ccc(NC(=S)N(CCCN2CCOCC2)Cc2cccs2)c(C)c1	-11	1.9	3	-3	0	-3	2	2	14
CCOCC(=O)Nc1nc2ccc(C)cc2s1	-1	1.0	1	-9	-64	-12	1	3	0
COC(=O)c1ccc(NC(=O)c2sc3nc(-c4ccccc4)cn3c2C)cc1	14	1.2	1	1	56	-8	-2	2	5
COc1ccc(OC(=O)c2ccc3nsnc3c2)cc1	-3	-1.3	1	-16	2	-15	-1	0	7
CCN(CC)Cc1cc(CC(C(N)=O)C(N)=O)ccc1OC	3	1.1	-3	-3	3	-23	-2	0	5
C=CCn1c(SCC(=O)NCc2ccco2)nc2sc3c(c2c1=O)CCC3	-19	-0.5	-3	-9	52	2	3	6	6
CCN(CC)C(=O)Cn1c(=O)n(Cc2ccccc2Cl)c2c1c(=O)n(C)c(=O)n2C	·	1.1	5	-10	·	-22	1	4	2
Cc1ccc(C(=O)CSc2nc(-c3ccccc3)cc(=O)[nH]2)cc1	0	1.9	-10	-11	3	-19	-1	8	13
Cc1ccc(-n2ncc3c(=O)n(CC(=O)NCC4CCCO4)cnc32)cc1 (stereo not given)	-8	0.0	12	-1	11	-2	3	5	4

Next structures follow:
structure	NCF1 inh	S1P4 ag	NPY-Y2 PAM-ag	NPY1 pot ag	CHOP inhibitor	S1P4 antag	Ba/F3 V617F tox	BaF3 parental	NPY Y1 blocker
CC(=O)NCC(=O)OCC(=O)c1ccc(Br)cc1	-2	-0.7	13	-8	26	-28	3	6	1
C/C(Cl)=C/Cn1c(NCCCn2ccnc2)nc2c1c(=O)[nH]c(=O)n2C	-12	-0.8	-19	5	39	9	-1	4	-4
CCn1c(=O)cc(OCC(=O)N(C)C2CCCCC2)c2ccccc21	5	0.5	8	-14	2	-5	3	7	-3
CN(C)CCNC(=O)c1cc(Br)ccc1Cl	-18	0.5	-4	16	-24	-5	-2	-1	2
O=C1N/C(=N\S(=O)(=O)Cc2ccccc2)S/C1=C/c1cccc([N+](=O)[O-])c1	-18	2.0	3	-16	-3	2	-2	4	·
O=C(CCCn1nnc(-c2cccnc2)n1)c1ccc(F)cc1	-4	2.2	0	-16	40	-27	-3	1	-2
CCc1ccccc1NC(=O)N1C2CCCC1CC(NC(=O)C(C)(C)C)C2 (stereo not given)	-4	0.3	-2	16	12	-12	1	2	2
O=C(Nc1ccc(C(F)(F)F)cc1)C1(c2ccccc2)CC1	1	1.8	-6	-7	37	-17	-3	0	5
COCCN(Cc1cc2cccc(C)c2[nH]c1=O)C(=O)c1ccccc1	-10	-0.3	-11	-3	-2	-7	5	8	-3
CCC(=O)Nc1ccc(N2CCN(C(=O)c3ccccc3C)CC2)cc1	-10	0.2	-12	-9	-4	6	7	3	-2
O=C1C=C(NNC(=O)c2cccnc2)CC(c2ccco2)C1 (stereo not given)	2	-1.1	-5	-7	0	-15	4	4	-1
CCCCn1c(SCC(=O)Nc2cc(C(F)(F)F)cc(C(F)(F)F)c2)nnc1C(CC)N(C)C (stereo not given)	2	1.1	-8	-5	63	-13	2	3	5
CCc1nn(CC(=O)NCCN2CCN(C)CC2)c(=O)c2cc3occc3n12	7	0.0	2	7	-10	-2	2	3	-1
COc1cccc(C2N(c3ccccc3)CCN2c2ccccc2)c1OC	-10	1.6	3	3	55	-16	-3	3	4
CCOC(=O)COc1cc(N)c(Cl)cc1Cl	-8	1.1	1	1	-2	-13	-3	-3	2
Cc1cc(C(=O)COC(=O)c2ccc3c(c2)OCO3)c(C)n1CC1CCCO1 (stereo not given)	-6	-0.5	-5	26	2	3	2	5	0
Cc1cc(C)n(-c2cc(-n3nc(C)cc3C)ncn2)n1	0	0.5	-3	-6	40	-8	-1	5	-3
CCOc1ccc(-n2cc(-c3ccccc3)c3c(N4CCOCC4)ncnc32)cc1	-6	-0.6	5	6	-2	-12	-3	4	-5
COc1ccc(CCC(=O)Nc2ccc(-c3noc(-c4ccc(OC)c(OC)c4)n3)cc2)cc1	-21	-0.6	12	12	21	-22	-1	0	1
Cn1c(SCc2ccccc2)nc(C(F)(F)F)cc1=O	0	-1.3	-12	-25	29	-13	0	3	12
Cc1oc(-c2ccccc2Cl)nc1Cn1cccc1C1=NC(c2ccccc2)CO1 (stereo not given)	-27	-0.7	-12	-20	27	6	-3	8	11
Cc1cc2c(N=NC(=O)CCc3ccccc3)c(O)[nH]c2cc1Br	7	1.8	9	4	83*	-16	-5	-1	11
Cc1cc(C)nc(NC(=O)Nc2ccccc2C(F)(F)F)n1	-6	0.6	5	-12	·	-21	-3	1	5
Cc1nc2nc(CSc3nc4ccccc4s3)cc(=O)n2[nH]1	-6	-0.9	-27	-49	1	-30	-5	2	11
Cc1nn(-c2ccccc2)c(C)c1/C=C/C(=O)OCC(=O)NC1CCS(=O)(=O)C1 (stereo not given)	1	0.3	-2	8	6	-8	0	2	5
CCOC(=O)c1c2c(c(=S)n(-c3ccccc3)c1N)CCC2	-3	6.5	10	-1	58	-11	-2	2	-6
Cc1cc(C)nc(SCC(=O)NN=C2CCCC2)n1	2	2.7	-4	-2	13	14	2	8	4
O=C(NCc1ccccc1)c1ccc(=O)oc1	-1	-1.6	8	2	-9	26	-2	-1	·
Cc1nn(C)c(C(=O)N/N=C/c2cccc3ccccc23)c1Cl	-7	1.9	-10	12	24	13	2	5	2
CSc1ccc(/C=N/NC(=O)CN2CCN(Cc3ccccc3)CC2)cc1	-4	-1.6	-18	-25	10	-3	7	10	2
Cc1cc(NS(=O)(=O)c2ccc(NC(=O)CSc3nnc(-c4ccco4)n3Cc3ccco3)cc2)nc(C)n1	-9	0.2	10	-2	15	-9	-4	2	2
Cc1ccc(CN(c2ccc(C(=O)NCC3CCCO3)cc2)S(C)(=O)=O)cc1 (stereo not given)	-10	30*	12	16	14	-9	-4	6	-2
S=C(Nc1ccc(Cl)cc1Cl)Nn1cnnc1	-1	-2.0	10	-2	5	-7	-6	3	7
